Screening results (PubChem)
GASC-1 inh: human JMJD2C demethylase inhibition; Q9H3R0; GST-JMJD2C(1-420) H3K9me3 demethylation, DELFIA europium; inhibition, % at 2.35 µM; 0.069% of 330,000 active;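 active means more than half of a compound's replicate wells show inhibition beyond 50%, single wells judged on their own value; inconclusive means some, but no more than half, of replicates pass 50% inhibition; inactive means no replicate passes 50% inhibition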;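 further: signal counts dimethyl H3K9 product captured on neutravidin plate; 0% = median of DMSO wells and 100% = 0.3 times that DMSO median; strong numbers were not always called active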
MEP2-GFP yeast: alters MEP2-GFP fluorescence in TOR pathway yeast screen | S. cerevisiae MEP2-GFP strain, flow cytometry GFP, 3 h; 100% = DMSO control level | GFP response vs DMSO, % at 10 µM | 0.51% of 330,000 active | AID 2016;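 active means GFP response versus DMSO above a set limit, roughly screen mean plus 3 SD, cut at about 180% in these data; inconclusive means fewer than 70 cells counted for a yeast strain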;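 further: median GFP fluorescence of the barcode-gated MEP2-GFP cells per well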
RPL19A-GFP yeast: modulators of TOR pathway RPL19A-GFP in S. cerevisiae; S. cerevisiae RPL19A-GFP strain, flow cytometry, 3 h; active compounds read low; percent response vs DMSO, % at 10 µM; 0.3% of 330,000 active;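 active means percent response vs DMSO below 50%; inconclusive means fewer than 70 events counted for the yeast strain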;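 further: median channel GFP fluorescence of the barcoded RPL19A-GFP strain; ratio of sample median GFP to plate DMSO average so 100% = DMSO; lower means less RPL19A-GFP as with rapamycin TOR inhibition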
VLA-4 inh: inhibition in a human VLA-4 binding assay; VLA-4 expressing cells, ligand binding flow cytometry; inhibition, % (about 7 µM as worked out from the volumes in the protocol); 0.2% of 330,000 active; in the data active means inhibition above about 50%
GRK2 inh: inhibitors of human GRK2 displacing RNA aptamer; inhibition of aptamer binding, % at 10 µM; bead flow cytometry, FAM-aptamer displacement from GRK2; P25098; 0.59% of 330,000 active;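 active means inhibition of aptamer binding above 40%, roughly 3 SD of noise, on plates passing a quality check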;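 further: median bead fluorescence of bound FAM aptamer so fluorescent compounds give negative values; no value below 0 was filed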
Target sequence (P25098 whole entry, looked up): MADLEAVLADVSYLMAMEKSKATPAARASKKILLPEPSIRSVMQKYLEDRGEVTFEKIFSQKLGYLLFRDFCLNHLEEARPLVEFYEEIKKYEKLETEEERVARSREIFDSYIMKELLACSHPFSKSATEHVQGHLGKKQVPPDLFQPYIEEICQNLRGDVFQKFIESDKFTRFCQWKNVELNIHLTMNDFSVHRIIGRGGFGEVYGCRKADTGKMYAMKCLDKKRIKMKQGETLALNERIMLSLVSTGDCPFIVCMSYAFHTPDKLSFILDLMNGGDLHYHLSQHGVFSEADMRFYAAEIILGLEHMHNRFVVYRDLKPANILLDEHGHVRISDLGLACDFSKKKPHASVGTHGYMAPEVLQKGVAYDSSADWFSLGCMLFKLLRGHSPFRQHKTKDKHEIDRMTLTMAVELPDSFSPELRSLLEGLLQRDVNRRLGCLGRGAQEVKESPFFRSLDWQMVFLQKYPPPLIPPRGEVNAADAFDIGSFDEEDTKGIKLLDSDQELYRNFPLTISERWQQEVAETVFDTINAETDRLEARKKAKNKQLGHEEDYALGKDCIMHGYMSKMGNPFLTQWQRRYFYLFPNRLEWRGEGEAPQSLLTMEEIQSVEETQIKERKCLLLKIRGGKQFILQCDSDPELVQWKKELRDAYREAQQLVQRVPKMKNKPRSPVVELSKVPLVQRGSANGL
AGP1 TOR yeast: modulators of TOR pathway AGP1-GFP in S. cerevisiae | 0.02% of 320,000 active | GFP response vs DMSO, % at 10 µM | S. cerevisiae AGP1-GFP multiplex flow cytometry, 3 h; GFP as percent of DMSO wells;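 active means GFP response relative to DMSO above a set limit, near screen average plus 3 SD, cut at about 150% in these data; inconclusive means fewer than 70 cells counted for the yeast strain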;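 further: median GFP channel fluorescence of the gated AGP1 strain per well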
CIT2-GFP yeast: yeast TOR pathway CIT2-GFP modulation; AID 2029; 0.065% of 320,000 active; GFP response vs DMSO, % at 10 µM; S. cerevisiae CIT2-GFP strain, flow cytometry, 3 h; 100 means same as DMSO wells;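 active means GFP response relative to DMSO above a set limit, near the screen mean plus 3 SD, cut at about 150% in these data; inconclusive means Fewer than 70 cells measured for a yeast strain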;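 further: ratio of well median GFP fluorescence to mean of DMSO wells on the plate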
LAP4 TOR yeast: alters LAP4-GFP fluorescence in TOR pathway yeast screen. GFP response vs DMSO, % at 10 µM. 0.34% of 320,000 active. S. cerevisiae LAP4-GFP multiplex, flow cytometry GFP, 3 h; median GFP as percent of DMSO wells;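 active means GFP response vs DMSO above a set limit, about the screen mean plus 3 SD, cut at about 150% in these data; inconclusive means under 70 cell events counted for the yeast strain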
An asterisk follows results filed as active; ? = inconclusive; · = no result given; & = joins results of further samples; [ ] = remark or other dose. Rows are unselected; 1.7% or so of the library scored in one or more.

SMILES	GASC-1 inh	MEP2-GFP yeast	RPL19A-GFP yeast	VLA-4 inh	GRK2 inh	AGP1 TOR yeast	CIT2-GFP yeast	LAP4 TOR yeast
COc1ccc(C(=O)Nc2ccccc2C(=O)Nc2ccccc2C(=O)O)cc1	22	125	93	10	4	86	101	79
CN(Cc1cccc(C(F)(F)F)c1)C(=O)C1CCC(=O)N(CC2CCCCC2)C1 (stereo not drawn)	6	116	100	15	0	106	101	102
NC(=O)C1CCN(C(=O)NC2CC(=O)N(c3ccc4c(c3)OCCO4)C2)CC1 (stereo not drawn)	-1	96	96	5	0	98	99	92
CCOC(=O)Cn1ncn(-c2ccc(OC(F)(F)F)cc2)c1=O	-24	95	93	-1	0	91	85	96
CCOc1ccc(-n2c(O)c(/C=N/c3ccnn3Cc3ccncc3)c3ccccc3c2=O)cc1	0	102	99	-1	0	103	103	91
O=C(CCc1ccccc1)Nc1ccc(NC(=O)c2ccco2)nc1	·	108	102	-1	3	101	92	93
Cc1cc(-n2c(C)cc(C(=O)CN3C(=O)C(=O)N(C)C3=O)c2C)no1	0	100	102	-11	0	104	106	103
COc1ccc(C(=O)Nc2ccc3c(c2)C(=O)N(C)C3=O)cc1OC	-2	100	101	4	0	100	105	93
CCC(CC)C(=O)Nc1nnc(-c2cccs2)s1	14	96	96	2	1	92	94	95
Cc1[nH]c2ccccc2c1/C=N/NC(=O)c1ccccc1	6	105	104	45	2	103	104	100

Laid out differently: entries from further up
GASC-1 inh,MEP2-GFP yeast,RPL19A-GFP yeast,VLA-4 inh,GRK2 inh,AGP1 TOR yeast,CIT2-GFP yeast,LAP4 TOR yeast,Structure
22,125,93,10,4,86,101,79,COc1ccc(C(=O)Nc2ccccc2C(=O)Nc2ccccc2C(=O)O)cc1
6,116,100,15,0,106,101,102,CN(Cc1cccc(C(F)(F)F)c1)C(=O)C1CCC(=O)N(CC2CCCCC2)C1 (stereo not drawn)
-1,96,96,5,0,98,99,92,NC(=O)C1CCN(C(=O)NC2CC(=O)N(c3ccc4c(c3)OCCO4)C2)CC1 (stereo not drawn)
-24,95,93,-1,0,91,85,96,CCOC(=O)Cn1ncn(-c2ccc(OC(F)(F)F)cc2)c1=O

New compounds follow
SMILES	GASC-1 inh	MEP2-GFP yeast	RPL19A-GFP yeast	VLA-4 inh	GRK2 inh	AGP1 TOR yeast	CIT2-GFP yeast	LAP4 TOR yeast
CCCCCC(=O)Nc1cccc(C2=NOC3(C2)C[C@H](C(N)=O)N(C(=O)COc2ccc(Cl)cc2)C3)c1 (stereo partly drawn)	-20	92	94	7	1	83	86	98
O=C(Nc1ccccn1)c1ccc(S(=O)(=O)c2ccc(Cl)cc2)cc1	7	100	99	0	0	105	104	109
Cc1ccc(CSc2nnc(SCC(=O)N/N=C/C=C/c3ccco3)s2)cc1	-15	84[may fluoresce red]	?	-7	83*	92[may fluoresce red]	98[may fluoresce red]	84[may fluoresce red]
COc1cccc(CNCc2ccc(SC)cc2)c1OC	-3	95	95	0	3	101	105	89
COc1ccccc1C(=O)Nc1ccc(OCC(=O)N2CCCCC2C)cc1 (stereo not drawn)	·	102	106	1	0	111	106	104
CCN(CC)S(=O)(=O)c1ccc(C)c(C(=O)Oc2cccc(-c3cnc4ccccc4n3)c2)c1	2	102	107	10	5	99	103	90
CC1CCCC(C)N1C(=O)COc1cccc(Oc2ccccc2)c1 (stereo not drawn)	11	108	109	5	4	113	109	118
COc1ccc(C(=O)NC(=S)NNC(=O)c2ccc(NC(C)=O)cc2)cc1Br	?	101	101	3	7	104	94	104
O=C(CSc1ncn[nH]1)N1N=C2/C(=C/c3ccco3)CCCC2C1c1ccco1 (stereo not drawn)	42	94	90	5	7	89	88	90
COC(=O)COc1ccc2occ(C(C)=O)c2c1	5	105	101	11	2	102	106	110

Profiles, quoted from the list.
O=C(Nc1ccccn1)c1ccc(S(=O)(=O)c2ccc(Cl)cc2)cc1 is listed as GASC-1 inh: 7; MEP2-GFP yeast: 100; RPL19A-GFP yeast: 99; VLA-4 inh: 0; GRK2 inh: 0; AGP1 TOR yeast: 105; CIT2-GFP yeast: 104; LAP4 TOR yeast: 109
CC1CCCC(C)N1C(=O)COc1cccc(Oc2ccccc2)c1 (stereo not drawn) is listed as GASC-1 inh: 11; MEP2-GFP yeast: 108; RPL19A-GFP yeast: 109; VLA-4 inh: 5; GRK2 inh: 4; AGP1 TOR yeast: 113; CIT2-GFP yeast: 109; LAP4 TOR yeast: 118

New compounds follow
SMILES	GASC-1 inh	MEP2-GFP yeast	RPL19A-GFP yeast	VLA-4 inh	GRK2 inh	AGP1 TOR yeast	CIT2-GFP yeast	LAP4 TOR yeast
C[C@@H]1CN([C@H](C)CO)C(=O)c2cc(NS(=O)(=O)c3cn(C)cn3)ccc2O[C@@H]1CN(C)S(C)(=O)=O	-1	94	100	-7	0	93	94	91
CC(C)c1ccc(-c2c(C#N)c(N)nc3c2CCCCC3)cc1	6	112	103	5	3	·	111	111
CCC(CC)C(=O)N1CCN(c2ccccc2)CC1	-2	109	99	-7	0	109	100	105
Cc1ccc(NC(=O)CSCC(=O)N2CCOCC2)cc1	4	82	99	4	0	95	87	91
CCCCOc1ccc(CSc2nncn2N)cc1	7	104	98	-18	2	102	95	97
COc1ccc(S(=O)(=O)N2CCOC2CNC(=O)C(=O)NCc2ccco2)cc1OC (stereo not drawn)	-8	99	101	-2	0	105	114	105
CCCNC(=O)C(Cc1ccc(C(F)(F)F)cc1)NC(=O)c1ccc(C#N)cc1 (stereo not drawn)	2	97	100	0	2	98	94	100
COCCCNC(=S)NNC(=O)Cn1nc(C)c(Br)c1C	-5	103	101	24	0	90	94	87
COc1cccc(NC2=C(C#N)C(=O)NC(c3cccc(OC)c3O)S2)c1 (stereo not drawn)	-2	88	94	-5	0	103	105	98
O=C(c1ccc(=O)[nH]n1)N1CCN(S(=O)(=O)c2ccc(C(F)(F)F)cc2)CC1	1	115	107	5	0	117	108	109
O=C(CN(C(=O)c1ccccc1Cl)N1C(=O)CCCC1=O)c1ccc(Cl)cc1	6	101	98	-7	0	99	110	96
COc1ccc2c(c1)C(=O)N1[C@H]3c4cc(Br)ccc4OC[C@@H]3[C@H](c3ccccc3)[C@]1(C)C(=O)N2	-9	90	106	15	0	87	104	116
O=C(Cn1ccc(NC(=O)OCc2ccccc2)nc1=O)NCc1nc2ccccc2[nH]1	2	105	102	12	0	99	98	92
Cc1ccc(NC(=S)N(CCCN2CCOCC2)Cc2ccccn2)cc1	-2	115	104	19	1	108	114	109
COC(=O)c1[nH]c2ccccc2c1Sc1ccccc1	3	104	100	-15	0	94	107	83
Cc1ccc(NC(=O)CN2C(=O)CSc3ccc(S(=O)(=O)N4CCCCC4)cc32)cc1	1	111	108	4	0	105	107	110
C[C@H](NC(=O)c1cccc([N+](=O)[O-])c1)C(=O)OCC(=O)c1ccccc1Br	8	101	99	7	1	100	99	97
COc1ccccc1N1CCN(Cc2cc(=O)c(OCC#N)co2)CC1	5	102	102	15	1	105	101	108
O=C(CSCc1ccccc1)N1CCN(Cc2ccc3c(c2)OCO3)CC1	-35	101	107	1	0	108	95	110
COC(=O)Nc1ccc(Cc2ccncc2)cc1	1	109	107	2	1	100	111	90
CCOC(=O)C(=O)Nc1cc(C(=O)OC)cc(C(=O)OC)c1	8	92	93	2	1	101	102	102
Cc1nn(-c2ccccc2)c2sc(C(=O)NCCN3CCOCC3)cc12	6	102	98	5	0	101	101	107
O=S(=O)(Cc1ccccc1)N1CCN(Cc2ccc(F)cc2Cl)CC1	10	95	96	4	1	100	92	95
COc1ccc(F)cc1C(=O)C1CCCN(C(=O)Cc2c(C)noc2C)C1 (stereo not drawn)	-8	117	101	14	1	108	99	99
CCOc1ccc(NS(=O)(=O)c2ccc(OCC)c3ncccc23)cc1	7	98	89	14	13	90	90	87
COc1ccc(N2CC(C(=O)N[C@H](C(=O)NC3CCCCC3)C(C)C)CC2=O)cc1 (stereo partly drawn)	-2	102	104	4	0	105	117	97
C=CCc1ccc(OCCOc2ccc(/C=N/n3cnnc3)cc2OCC)c(OC)c1	-1	114	106	-12	0	78	112	102
CCOC(=O)C1CCN(c2ccc([N+](=O)[O-])cc2S(=O)(=O)N2CCOCC2)CC1	2	106	104	-7	1	107	108	96
COc1ccc(NC2CCCN(C(=O)c3cc(CC(C)C)nc(N)n3)C2)cc1 (stereo not drawn)	2	100	95	5	1	94	96	97
O=C(Nc1ccc(NC(=O)c2cccs2)cn1)c1ccco1	-26	108	108	5	0	105	96	·
O=C(CN1C(=O)NC2(CCCC2)C1=O)Nc1ccccc1-c1ccccc1	-9	101	99	-4	0	112	110	105
NS(=O)(=O)c1ccc(CCNCc2ccccc2OCc2ccc(F)cc2)cc1	-22	98	96	1	0	109	109	116
O=C(C[n+]1ccccc1)c1ccc(Cl)cc1	2	101	103	4	0	99	104	89
Fc1ccc(-n2c(-c3ccco3)n[nH]c2=S)cc1	-4	100	109	-1	2	100	96	93
COc1ccc(CC(=O)Nc2cc3oc4ccccc4c3cc2OC)cc1	-1	106	106	-13	0	103	106	96
Cc1cc(CNC(=O)Nc2ccc3c(c2)OCO3)nn1C	-8	98	102	-3	2	105	98	91
COc1ccc(S(=O)(=O)N(CCc2ccccc2)CC(=O)O)cc1Cl	9	100	103	6	0	104	101	96
O=C(O)c1ccc(-n2nnnc2SCc2cccc(Br)c2)cc1	-5	111	106	3	4	100	95	115
COC(=O)C1=C(C)N(CCc2ccccc2)C(=O)C1	·	189*[may fluoresce violet]	44*[may fluoresce violet]	3	1	?	?	86[may fluoresce violet]
O=C(CSCC(=O)N1CCOCC1)Nc1nc(-c2ccccc2)cs1	-18	95	95	-4	1	103	96	104
NC(=O)c1ccccc1[N+](=O)[O-]	6	96	99	-1	4	93	95	111
COc1ccc(-c2nn(C)c(=O)c3ccccc23)cc1CNC(=O)NC1CCCCC1	14	98	88	4	0	85	·	84
CC(N)C12CC3CC(CC(C3)C1)C2 (stereo not drawn)	4&-3	107&105	102&104	-10&11	0&1	104&102	103&97	102&105
CCCC(=O)Nc1ccc(S(=O)(=O)N2CCOCC2)cc1	63	107	101	15	4	103	103	97
C=CCNC(=O)C1CC2Cn3c(nc4cc5ccccc5cc43)C2N1C (stereo not drawn)	2	105	96	-2	0	98	102	91
